Assay outcomes as filed in PubChem BioAssay.
BH1578 lux ind: quorum light induction in luxS cqsA deficient V. cholerae; V. cholerae BH1578 lux reporter, luminescence, 6 h; activation, % at 18.7 µM; actives 0.16% (n = 350,000); AID 588436; in the data active = activation mostly above about 9.7%, no sharp cut-off; also: not every result past the cut was called active; inactives centre near 0; reference of the scale not given here
PriA SSB inh: blocks PriA binding to SSB C-terminal tail | AlphaScreen SSBct-PriA binding, biotinylated peptide | inhibition, % at 33 µM | actives 0.6% (n = 430,000) | AID 1272365; in the data active = inhibition mostly above about 37%, no sharp cut-off; inactive = mostly below about 20%;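 also: plate controls were negative control peptide for no effect and reference peptide for full effect; strong numbers were not always called active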
Mtb BioA inh: inhibitors of Mycobacterium tuberculosis BioA enzyme; purified M. tuberculosis BioA enzyme, plate reader; actives 0.096% (n = 360,000); inhibition, % at 9.99 µM; in the data active = inhibition above about 40%
GDH-TPI counter: GDH-TPI coupled enzyme inhibition counter-screen; GDH-TPI coupled enzyme counterscreen, NADH absorbance; inhibition, % at 4.8 µM; actives 1.2% (n = 360,000); AID 588335; in the data active = inhibition above about 30%;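 also: 0% = DMSO wells and 100% = wells lacking the enzyme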
Mtb UGM inh: inhibitors of M. tuberculosis UDP-galactopyranose mutase | P9WIQ1 | purified UGM, fluorescence polarization probe displacement | inhibition, % at 10 µM | actives 0.06% (n = 320,000) | AID 504406; in the data active = inhibition above about 10%, passing the limit was not always enough
Mtb FBA inh: inhibitors of M. tuberculosis fructose-bisphosphate aldolase. actives 2.3% (n = 360,000). inhibition, % at 1 µM. purified M. tuberculosis FBA, fluorescence read-out. AID 588726. P9WQA3; in the data active = inhibition above about 27%;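 also: 0% = vehicle and 100% = reference inhibitor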
Target sequence (P9WQA3 whole entry, looked up): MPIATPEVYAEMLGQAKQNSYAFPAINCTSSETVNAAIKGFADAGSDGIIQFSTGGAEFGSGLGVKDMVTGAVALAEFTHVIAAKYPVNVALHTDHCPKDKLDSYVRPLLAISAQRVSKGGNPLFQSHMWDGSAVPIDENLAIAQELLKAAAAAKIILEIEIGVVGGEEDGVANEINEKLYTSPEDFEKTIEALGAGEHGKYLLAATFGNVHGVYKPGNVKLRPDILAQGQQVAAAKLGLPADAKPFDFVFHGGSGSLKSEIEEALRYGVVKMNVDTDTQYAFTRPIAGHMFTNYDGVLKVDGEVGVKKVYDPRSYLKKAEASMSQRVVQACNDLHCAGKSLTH
Rv3671c inh: inhibitors of M. tuberculosis serine protease Rv3671c. inhibition, % at 5.96 µM. actives 0.048% (n = 320,000). P9WHR9; in the data active = inhibition above about 38%;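 also: extracellular domain of Rv3671c used as enzyme; 0% = enzyme with DMSO and 100% = no enzyme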
Target sequence (P9WHR9 whole entry, looked up, the tested form may be a part): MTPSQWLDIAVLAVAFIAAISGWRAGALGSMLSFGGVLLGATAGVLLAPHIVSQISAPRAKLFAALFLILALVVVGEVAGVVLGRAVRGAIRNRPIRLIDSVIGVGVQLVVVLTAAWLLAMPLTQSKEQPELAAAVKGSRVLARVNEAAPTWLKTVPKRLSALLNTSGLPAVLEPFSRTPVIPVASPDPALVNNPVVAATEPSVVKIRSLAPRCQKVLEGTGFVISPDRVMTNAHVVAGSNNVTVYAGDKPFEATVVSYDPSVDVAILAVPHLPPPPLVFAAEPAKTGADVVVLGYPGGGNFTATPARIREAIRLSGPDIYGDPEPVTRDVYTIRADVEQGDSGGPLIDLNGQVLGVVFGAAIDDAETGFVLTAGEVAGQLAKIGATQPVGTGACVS
DUSP3 inh: inhibitors of human VHR1 phosphatase (DUSP3); P51452; AID 1654; inhibition, % at 13.3 µM; actives 0.52% (n = 290,000); recombinant VHR phosphatase, pNPP absorbance; in the data active = inhibition above about 50%; also: some compounds called inactive have numbers as strong as hits
Target sequence (P51452 whole entry, looked up): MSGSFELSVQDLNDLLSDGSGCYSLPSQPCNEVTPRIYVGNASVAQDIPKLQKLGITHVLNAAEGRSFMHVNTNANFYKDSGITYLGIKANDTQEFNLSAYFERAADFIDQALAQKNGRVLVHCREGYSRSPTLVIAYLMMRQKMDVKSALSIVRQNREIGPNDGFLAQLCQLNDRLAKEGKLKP
MazEF act: MazEF (E. coli) toxin RNase activation | activation, % at 20 µM | AID 504720 | FAM/BHQ RNA-DNA oligo cleavage fluorescence, 5 h | actives 0.32% (n = 350,000) | P0AE70; in the data active = activation above about 50%
Target sequence (P0AE70 whole entry, looked up): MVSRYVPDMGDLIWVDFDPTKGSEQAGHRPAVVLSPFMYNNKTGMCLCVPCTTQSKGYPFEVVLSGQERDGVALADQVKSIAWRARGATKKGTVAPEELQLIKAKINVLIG
SARS 3CLpro inh: SARS-CoV 3CLpro protease inhibition; actives 0.14% (n = 290,000); inhibition, % at 6 µM; recombinant SARS-CoV 3CLpro, quenched FRET peptide cleavage; P0C6X7; in the data active = inhibition above about 12%
* = called active by the depositor; i = inactive; . = no result given; & = joins results of further samples.

mol	BH1578 lux ind	PriA SSB inh	Mtb BioA inh	GDH-TPI counter	Mtb UGM inh	Mtb FBA inh	Rv3671c inh	DUSP3 inh	MazEF act	SARS 3CLpro inh
CCCCC(=O)Nc1cccc(NC(=O)c2ccc(Br)o2)c1	i	-3	2.2	3	-1.6	3	-4	5	6	3
C=CCc1ccc(OCCCOc2ccc(C)c(C)c2)c(OC)c1	-1.1	-30	-1.3	-14	0.0	-4	0	-12	-9	-5
Cc1[nH]c2ccc(C(=O)OC(C)C(=O)NC3(C#N)CCCCC3)cc2c1C (centres undefined)	-0.7	15	.	-6	-0.9	-1	-2	.	4	.
S=C(c1ccc(OCc2ccccc2)cc1)N1CCCC1	-1.8	-12	6.3	10	2.5	30*	-4	77	2	0
CCOC(=O)C1=NN(N=O)C2(CC(=O)N(c3cc(C)cc(C)c3)C2=O)C1 (centres undefined)	1.7	-14	0.0	-2	-1.3	2	0	19	11	-3
COc1cccc(C(=O)NNS(=O)(=O)c2ccc(C)cc2)c1	-0.2	15	-1.0	17	-1.3	-2	0	11	1	-2
CC1(C(=O)Nc2ccccc2)CCN1C(=O)CCc1ccc(Cl)cc1Cl (centres undefined)	-0.1	.	0.8	12	.	0	.	.	.	.
CN1CCN(C(=O)c2cccc(-c3ccc4nccn4c3)c2)CC1	-0.6	.	5.7	2	.	-1	.	.	.	.
CCN[C@H]1CN(CCCOC)S(=O)(=O)c2sc(S(N)(=O)=O)cc21	i	-2	0.2	14	-1.3	0	-6	.	4	.
CCn1ncc(Br)c1C(=O)Nc1cc(C)on1	i	14	-0.5	-8	.	-1	.	4	4	3
COc1ccc(-n2cnc3cc(C(=O)N4CCC5(CC4)OCCO5)ccc32)cc1	-3.6	0	.	2	-1.4	1	-3	-2	-1	3
CC1(C(=O)NS(=O)(=O)c2ccc3c(c2)CCO3)CCN1C(=O)C1(c2ccc(Cl)cc2)CC1 (centres undefined)	i	.	-2.2	9	.	4	.	.	.	.
Cc1ccc(S(=O)(=O)N2CCN(CC(=O)NC(=O)NCc3ccco3)CC2)cc1C	-0.3	-3	.	1	-2.5	-2	0	-1	2	5
COc1ccc(CCNC2CCCCC2)cc1OC	0.5	4	.	-1	-1.4	-1	3	22	-1	3
COC(=O)c1ccc(NC(=O)CCN2C(=O)C3CC=CCC3C2=O)cc1 (centres undefined)	1.3	0	-0.2	-12	-1.6	1	2	.	-20	.
O=C1NC(=O)N(c2ccccc2)C(=O)/C1=C/C=C/c1ccco1	-0.2	2	-2.2	-15	-1.9	-6	-1	36	-167	4
Cc1ccc(N(CC(=O)NC2CCCCC2)C(=O)CNC(=O)c2cccs2)cc1	i	-9	3.2	-3	-1.8	4	-8	20	7	3
c1csc(-c2nnsc2-c2nc3ccccc3[nH]2)c1	i	19	-0.9	4	0.2	-1	-4	8	4	0
CCOC(=O)C1=C(C)NC(C)=C(C(=O)OCC)C1C(=O)OCC(=O)N(C)Cc1ccccc1	.	5	.	22	-2.1	2	5	.	-2	.
Nc1ccccc1SCCS(=O)(=O)c1ccc(Cl)cc1	i	-15	.	15	-3.2	0	7	16	3	-1
CC(=O)c1c(NCCc2ccccc2)nc(=S)n(-c2ccccc2)c1C	-0.6	-3	.	3	2.1	-1	-6	9	26	1
Cc1oc2cc3oc(=O)c(CC(=O)N[C@@H](C)C(=O)NC(Cc4ccc(Cl)cc4)C(=O)O)c(C)c3cc2c1C (some centres undefined)	-0.5	-10	0.5	9	-1.6	5	-2	16	-3	7
Cc1cc(C)c2sc(N(CCN(C)C)C(=O)CCS(=O)(=O)c3ccccc3)nc2c1	i	14	-1.6	7	4.6	5	-8	1	-10	0
O=C(CSc1nnc(CNC(=O)c2ccco2)o1)Nc1ccccc1	i	-8	.	2	2.4	1	2	20	4	1
CC(C)C[C@H]1COCCS(=O)(=O)N1Cc1ccc(Cl)c(Cl)c1	i	-25	0.1	4	0.3	10	-9	.	-2	.
CNc1nc(C)nc(-n2nc(C)cc2C)n1	-1.4	-14	-1.1	5	3.3	1	2	7	-9	-6
Cn1c(=O)c2cc(NC(=O)CCc3cccc(Cl)c3)ccc2n1Cc1cccc(C(F)(F)F)c1	i	.	-1.6	-4	.	37*	.	.	.	.
Cc1cc(C)nc(N/C(=N\S(=O)(=O)Cc2ccccc2)Nc2ccccc2Br)n1	-0.2	.	3.0	10	-0.5	-2	-16	3	4	1
NC(=O)CC(NC(=O)Cc1cccc2ccccc12)c1ccc(NCCN2CCCCC2)c([N+](=O)[O-])c1 (centres undefined)	i	4	1.3	0	-0.1	0	23	1	6	1
O=C(c1ccc2oc(Cc3ccc(Cl)cc3)nc2c1)N1CC[C@H](O)C1	-0.2	-4	-1.9	2	1.0	1	-1	-5	-8	1
C=CCNc1sc(C(=O)c2cccs2)c(N)c1C#N	-0.2	-3	-0.9	10	1.3	0	0	-5	16	-5
CC(C)Oc1ccc(CNC(=O)c2ccc3c(c2)N(C)CCS3)cc1	i	7	-0.4	4	-0.9	140*	5	21	0	1
O=C(OCC(=O)N1CCN(c2cccc(Cl)c2)CC1)c1ccco1	i	-2	2.3	7	-2.3	3	-2	.	-7	.
COc1ccc(C)cc1NC(=O)CSc1nnc(-c2ccc(OC)c(OC)c2)n1N	-0.4	-14	-2.1	0	-1.4	5	14	7	6	-7
O=C(Cc1ccccc1)Nc1cccc(S(=O)(=O)N2CCCCCC2)c1	6.2	-12	-1.7	2	-0.4	-1	9	.	-7	.
Cc1[nH]c2ccccc2c1/C=C/c1nc2ccccc2c(=O)n1CCO	i	-10	-1.6	11	-0.6	-3	4	11	2	-8

Entries of single compounds, quoted from the list. Screens in order: BH1578 lux ind | PriA SSB inh | Mtb BioA inh | GDH-TPI counter | Mtb UGM inh | Mtb FBA inh | Rv3671c inh | DUSP3 inh | MazEF act | SARS 3CLpro inh
O=C(c1ccc2oc(Cc3ccc(Cl)cc3)nc2c1)N1CC[C@H](O)C1 is listed with -0.2 | -4 | -1.9 | 2 | 1.0 | 1 | -1 | -5 | -8 | 1
O=C(Cc1ccccc1)Nc1cccc(S(=O)(=O)N2CCCCCC2)c1 is listed with 6.2 | -12 | -1.7 | 2 | -0.4 | -1 | 9 | . | -7 | .
CNc1nc(C)nc(-n2nc(C)cc2C)n1 is listed with -1.4 | -14 | -1.1 | 5 | 3.3 | 1 | 2 | 7 | -9 | -6

(more compounds)
mol	BH1578 lux ind	PriA SSB inh	Mtb BioA inh	GDH-TPI counter	Mtb UGM inh	Mtb FBA inh	Rv3671c inh	DUSP3 inh	MazEF act	SARS 3CLpro inh
Cc1cc(Nc2cccc(F)c2)nc(NCc2ccccc2)n1	i	1	.	4	-5.0	-1	-3	-5	21	-2
CSc1cccc(NC(=O)C2CCCN(S(=O)(=O)c3cccs3)C2)c1 (centres undefined)	-0.2	1	-0.5	5	-0.7	-2	-7	36	0	2
CCc1nnc(SCc2ccc(OC)c(Br)c2)n1N	-0.5	-6	-2.4	2	0.2	0	-1	-4	9	0
O=[N+]([O-])c1cc(/C=N\O)ccc1Oc1ccc(F)cc1	-0.2	.	.	4	-1.0	0	-7	-22	-2	4
CC(C)c1nnc(NC(=O)COc2ccccc2[N+](=O)[O-])s1	-0.1	-6&-10	-1.3	4	2.5	1	3	-3	3	0
CCC(C)(C)NC(=O)C(c1ccc(OC)cc1)N(C(=O)CCC(=O)Nc1cc(C)on1)c1ccc(F)cc1 (centres undefined)	-0.2	-13	0.1	-3	-2.2	3	8	6	5	7
CCOC(=O)C1(Cc2cccc(OC)c2)CCCN(Cc2ccc(NC(C)=O)cc2)C1 (centres undefined)	i	-6	-0.5	-1	-0.9	1	2	5	-8	-1
CCCCn1nnnc1NCc1ccc(N2CCCC2)cc1	829*	7	-0.9	10	-0.8	-1	2	12	9	-2
CN(C)CCCN(C(=O)CCc1ccccc1)c1nc2ccc(Br)cc2s1	-0.3	-4	1.0	0	-2.4	3	-1	-3	18	0
CCO[C@H]1OC(C(=O)N2CCN(Cc3ccc4c(c3)OCO4)CC2)=C[C@@H](c2ccccc2)[C@@H]1CCCO	i	5	0.0	-3	-2.0	3	-11	26	3	-4
COCCN(CC(=O)Nc1cccc(C)c1C)C(=O)c1oc2ccccc2c1C	i	7	-0.6	4	2.1	-1	-2	.	1	.
COc1ccc(/C=C/C(=O)OCC(=O)c2c(N)n(C)c(=O)n(C)c2=O)cc1	i	-18	-4.4	16	3.4	-4	-10	-1	3	2
NS(=O)(=O)c1cccc(NC(=O)COC(=O)Cc2ccc(Cl)cc2)c1	-0.2	-1	1.0	-1	5.9	-1	-5	-12	4	7
CN(Cc1nccn1C)C(=O)C1CCC(=O)N(CCc2ccc(Cl)cc2)C1 (centres undefined)	-0.1	6	-0.9	2	2.1	-2	6	6	4	-4
COc1ccc(C)cc1NC(=O)Cc1csc(NC(=O)Nc2ccccc2OC)n1	-0.3	.	-1.4	2	.	0	.	.	-3	.
CON(C)C(=O)c1ccccc1N(C)C(=O)OC(C)(C)C	-5.0	-10	-1.0	4	0.2	-1	4	.	8	.
COc1ccc(N2C(=O)C(=O)/C(=C(/O)c3ccc(C)cc3)C2c2cccnc2)cc1 (centres undefined)	-0.3	.	.	5	0.0	-3	-1	1	-15	-1
CCN(CC)c1ccc(C(NC(=O)C(C)C)c2ccc3cccnc3c2O)cc1 (centres undefined)	i	.	0.4	4	.	-1	.	.	2	.
CC(=O)Nc1ccc(C(=O)N2CCCCC2c2cc(C(=O)N3CCOCC3)no2)cc1 (centres undefined)	9.5	.	-0.9	1	.	-1	.	.	.	.
CSCC[C@H](NC(=O)Cc1ccc(Cl)cc1)C(=O)N1CCC2(CC1)NCCc1[nH]cnc12	-0.3	4	0.2	-4	-0.2	1	-3	7	5	1
COc1ccc(CNCc2ccc3c(c2)OCO3)c(OC)c1OC	-0.7	-17	1.2	9	-0.3	-3	.	-1	12	-2
CSc1ccccc1OCc1cc(C(=O)N2CCN(c3ncccn3)CC2)no1	-1.3	-5	0.3	11	-3.0	2	-8	18	-2	-2
CC(C)c1ccc(NC(=O)NC2CCCCC2)cc1	0.2	-11	-0.1	-4	-1.9	-2	2	4	4	0
CS(=O)(=O)N1CCc2ccccc2C1	i	-3	-1.6	-12	1.0	-2	2	35	7	-3
COc1cc(/C=C2\SC(=O)NC2=O)ccc1OCC(=O)N1CCOCC1	-2.9	-8	-1.7	37*	1.2	2	-4	.	8	.
Cc1ccc(C(=O)NCC(=O)OCC(=O)c2c(N)n(C)c(=O)n(C)c2=O)s1	i	-11	0.8	1	0.5	3	6	40	8	-12
O=C1CC(N2CCN(c3nc4ccccc4s3)CC2)C(=O)N1c1ccc(F)cc1 (centres undefined)	i	-10	8.7	-3	-3.9	1	-2	29	0	0
COc1ccc2oc(N)nc2c1	i	-6	0.2	10	.	0	.	.	13	.
COCCNC(=O)CN(C(=O)CCC(=O)Nc1ccccn1)c1ccc(F)cc1	-0.9	-16	-2.6	-12	0.0	1	5	15	7	-2
CCOC(=O)C1CCCN(C(=O)c2cc(-c3ccncc3)nc3ccccc23)C1 (centres undefined)	i	-4	-1.2	3	1.3	1	0	.	3	.
Cc1nc([N+](=O)[O-])c(N2CCN(C)CC2)n1Cc1ccccc1	-14	-7	-3.6	8	1.3	0	-7	16	14	2
CCCCn1cnc2c1c(=O)n(C)c(=O)n2C	2.6	-9	-0.1	2	-1.7	3	-1	40	-1	1
N#CC1(Cc2ccc([N+](=O)[O-])cc2)c2ccccc2C=CN1C(=O)c1ccccc1 (centres undefined)	-1.1	-3	-1.1	15	-0.3	0	-1	13	-10	4
COc1ccc(NCC(=O)Nc2ccc(Cl)cc2C)c(OC)c1	i	55	1.2	8	1.6	-2	2	-5	5	2

These rows are one share of the data, so the mix of outcomes need not match the whole.
